Assay outcomes deposited in PubChem BioAssay by National Center for Advancing Translational Sciences (NCATS).
Anesthetic bind – binds horse apoferritin like a general anesthetic; hit rate 0.074% among 350,000; Potency, µM (series often up to 77.5 µM), for the others: top-dose activity change, negative = displacement, hits mostly inhibitors; apoferritin/1-aminoanthracene competitive binding, fluorescence; further: potency means the concentration at half of the fitted maximal effect; on the % scale 0 is the no-effect control and ±100 the full control effect; nearly all actives have a fitted effect of over 20% in size
Target sequence (P02791 2-175 limits assumed): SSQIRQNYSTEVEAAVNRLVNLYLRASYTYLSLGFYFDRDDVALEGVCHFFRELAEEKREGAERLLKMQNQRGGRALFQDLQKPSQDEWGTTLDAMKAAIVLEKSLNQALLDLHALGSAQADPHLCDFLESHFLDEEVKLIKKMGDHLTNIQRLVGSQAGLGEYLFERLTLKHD
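Horse-spleen apoferritin (10 uM) in 50% saturated 1-aminoanthracene in PBS was incubated 10 min at room temperature with compound. Fluorescence (ex 380, em 535 nm) was normalized to free and bound 1-AMA, with concentration-response fitted by a four-parameter Hill equation.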
D1 agonist – agonists of human D1 dopamine receptor; HEK293 T-REx D1 cells, calcium flux, agonist mode; hit rate 1% among 360,000; activation, % at 2 µM; in the data active means activation above about 30%; further: 0% is about no effect
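Inducible HEK293 T-REx D1 cells, force-coupled to calcium signalling, were plated at 4000 cells/well with tetracycline and held overnight at 30 C. After no-wash calcium dye loading, compound-evoked calcium rise over 180 s flagged agonists.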
RXFP1 ag – activates the human relaxin receptor RXFP1 | HEK293T-RXFP1 cAMP TR-FRET, 30 min; response scale: percent of porcine relaxin response, buffer zero | Potency, µM (series often up to 57.5 µM), for inactives: at the highest dose activation, usual class: activators | hit rate 0.3% among 370,000 | Q9HBX9; further: potency means the concentration at half of the fitted maximal effect; on the % scale 0 is the no-effect control and ±100 the full control effect; nearly all actives have a fitted effect of over 60% in size; many of its hits are not listed in these tables
Target sequence (Q9HBX9 whole entry, looked up): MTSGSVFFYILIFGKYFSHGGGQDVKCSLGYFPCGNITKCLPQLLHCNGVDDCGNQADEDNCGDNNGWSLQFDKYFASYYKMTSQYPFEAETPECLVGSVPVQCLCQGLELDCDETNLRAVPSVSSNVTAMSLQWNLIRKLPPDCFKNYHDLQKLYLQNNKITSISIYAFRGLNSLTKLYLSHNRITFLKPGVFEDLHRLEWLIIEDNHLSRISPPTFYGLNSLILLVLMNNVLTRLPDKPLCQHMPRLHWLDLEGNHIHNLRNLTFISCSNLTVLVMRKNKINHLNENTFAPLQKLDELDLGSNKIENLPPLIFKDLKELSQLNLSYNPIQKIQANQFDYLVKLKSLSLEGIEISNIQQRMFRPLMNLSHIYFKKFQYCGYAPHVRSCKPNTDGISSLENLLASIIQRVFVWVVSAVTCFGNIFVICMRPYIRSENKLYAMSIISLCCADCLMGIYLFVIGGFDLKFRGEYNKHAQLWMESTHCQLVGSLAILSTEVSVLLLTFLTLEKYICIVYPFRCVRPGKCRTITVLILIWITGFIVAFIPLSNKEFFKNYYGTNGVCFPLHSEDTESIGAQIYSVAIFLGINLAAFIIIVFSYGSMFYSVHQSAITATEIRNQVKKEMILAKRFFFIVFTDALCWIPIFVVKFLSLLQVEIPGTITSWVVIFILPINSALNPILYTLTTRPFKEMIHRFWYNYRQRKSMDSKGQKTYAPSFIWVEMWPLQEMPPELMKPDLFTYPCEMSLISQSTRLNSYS
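cAMP rise read by TR-FRET after 30 min, 37C compound exposure (up to 58 uM) in RXFP1-transfected HEK293 cells with Ro 20174 present. EC50 from Hill-equation fits, with 29 nM porcine relaxin as 100% and buffer as basal.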
TRHR agonist – agonists of human TRH receptor | P34981 | TRHR cells, calcium flux fluo-8, FDSS agonist mode | activation, % at 2 µM | hit rate 0.18% among 360,000 | AID 493084; in the data active means activation above about 30%; further: 0% is about no effect
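Read-out: compound-evoked intracellular calcium rise in TRHR cells, fluo-8 dye, kinetic FDSS fluorescence at 1 s/cycle following a 10-cycle baseline. Cells cultured overnight before dye loading (30 min–1.5 h, RT).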
RXFP1 antag – antagonists of human relaxin receptor RXFP1. AID 1259400. hit rate 0.59% among 350,000. HEK293-RXFP1, relaxin-stimulated cAMP HTRF, 30 min; active compounds read low. activity change, negative = inhibition, % at 57.5 µM;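 active means activity change of -60% or lower, but not beyond a set lower limit; inconclusive means change between -60% and -40%, or beyond the set limit; inactive means change above -40%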; further: on the % scale 0 is the no-effect control and ±100 the full control effect
D1 potentiator – potentiators of human D1 dopamine receptor | P21728 | HEK293 TREx D1 cells, calcium flux, dopamine EC20 potentiation | potentiation, % at 10 µM | hit rate 0.036% among 360,000 | AID 504651; in the data active means potentiation above about 30%; further: 0% is about no effect
TRHR PAM – TRH receptor (human) allosteric enhancement; TRHR cells, fluo-8 calcium fluorescence, EC20 TRH enhancement; AID 493056; hit rate 0.66% among 360,000; enhancement, % at 2 µM; in the data active means enhancement above about 30%; further: 0% is about no effect
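TRHR-expressing cells loaded with fluo-8 calcium dye were read kinetically (ex 480/em 530) during compound addition, then stimulated with an EC20 of TRH (10 nM final). Enhancement of the Gq-mediated intracellular calcium response was scored.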
D2 PAM – positive allosteric modulators of human D2 dopamine receptor; AID 485347; potentiation, % at 10 µM; HEK293 T-REx D2, calcium flux, EC20 dopamine potentiation; hit rate 0.34% among 340,000; P14416;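 active means potentiation over 3 SD above the plate norm, cut at about 30% in these data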; further: 0% is about no effect
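Cells plated with tetracycline inducer and held overnight at 30 C; calcium dye loaded 30–90 min at room temperature; baseline taken, compound added and read 180 s; EC20 dopamine then added and read 180 s.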
D1 antagonist – blocks dopamine activation of the human D1 receptor. HEK293 TREx D1 cells, calcium flux, dopamine EC80; active compounds read low. P21728. AID 504652. hit rate 3.2% among 360,000. activity change, negative = inhibition, % at 10 µM; in the data active means activity change below about -30%; further: on the % scale 0 is the no-effect control and ±100 the full control effect
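Allosteric or orthosteric antagonism assessed as attenuation of the calcium response to EC80 dopamine, added 180 s after compound, in induced HEK293 Trex D1 cells loaded with no-wash calcium dye.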
* marks the source's active call; other numbers are inactive results; ? = inconclusive; . = no result given; [ ] = another dose, or the depositor's remark. Unless noted, the call rests on the fitted dose curve; in most records, active means well fitted curve in the direction sought with a large enough effect; inconclusive means small, poorly fitted or top-dose-only effect, or another doubt; inactive means no such curve, though single readings can be large; an effect the other way counts as inactive or inconclusive. These rows are one share of the data. The share of hits here may be higher or lower than overall.

Results follow in this order: D1 potentiator	D1 agonist	TRHR agonist	D2 PAM	RXFP1 ag	D1 antagonist	TRHR PAM	Anesthetic bind	RXFP1 antag
COc1ccc(C2=NS(=O)(=O)N(C)C(C(=O)NC3CCCC3)=C2)cc1OC
 : -7.9	1.3	0.3	-6.2	3.9%	0.3	-5.6	-20.6%	1.7
CCOc1cc(N2CCOCC2)c(OCC)cc1NC(=O)c1ccc(=O)n(Cc2ccccc2)n1
 : -0.9	2.0	0.0	-8.5	2.7%	2.8	-0.6	-14.5%	.
COc1cc(/C=C/C(=O)O)cc(S(=O)(=O)NCCCO)c1OC
 : -4.1	1.5	0.0	10.6	-1.8%	-4.6	4.1	-1.4%	4.7
CCSc1cc(C)nc2c(-c3ccc(Cl)cc3)c(C)nn12
 : -0.8	0.8	0.4	3.4	-2.3%	7.0	3.3	-1.1%	-13.6
CCCC(=O)N1CC(=O)Nc2ccc(Br)cc2C1c1ccc(F)cc1 (stereo not given)
 : 1.5	3.5	-1.9	0.1	2.4%	10.8	7.1	-7.2%	8.6
Nn1c(SCC(=O)Nc2ccccc2Oc2ccccc2)nnc1C1CC1
 : -5.5	6.8	-0.3	5.0	1.0%	-22.5	-5.7	.	0.1
Cn1cccc1CC(=O)N/N=C/c1ccc(C(C)(C)C)cc1
 : 2.6	0.9	-0.5	-10.2	0.9%	29.6	-16.4	-22.7%	-14.5
COc1ccc(OC)c(CNS(=O)(=O)c2ccc(-c3cc(C(F)(F)F)on3)s2)c1
 : -0.4	17.3	0.9	-0.8	-9.2%	-12.2	-0.5	-21.2%	-29.6
CN(C)c1ccc(CNC(=O)c2ccc(NC(=O)c3nsc4ccccc34)cc2)cc1
 : 1.2	0.7	-0.4	1.4	6.8%	-0.3	0.7	-3.8%	-12.9
CC(=O)c1ccc(Nc2nc3ccc(C)cc3n3cnnc23)cc1
 : 3.5	1.4	-0.3	1.4	1.2%	-11.3	3.0	-4.3%	-10.2
CC1(c2cccc(Br)c2)NC(=O)N(CC(=O)Nc2ccc(F)cc2)C1=O (stereo not given)
 : -5.5	6.5	-0.1	1.7	0.9%	-30.7*	22.8	?	-11.9
COc1ccc(-n2ccn(CC(=O)Nc3ccccc3C(F)(F)F)c(=O)c2=O)cc1OC
 : -0.8	-0.9	0.1	-9.2	-3.2%	12.6	-2.4	-10.1%	-5.3
CCCc1cc(=O)n2[nH]c(SCc3ccccc3)nc2n1
 : -4.5	-0.6	-0.9	18.1	2.1%	-1.9	-0.1	2.9%	8.2
COc1ccccc1NC(=O)Cn1c(=O)n(-c2cccc(C(C)=O)c2)c(=O)c2c3c(sc21)CN(C(C)=O)CC3
 : 0.8	-0.6	0.3	1.2	-0.7%	16.0	1.1	39.0%[activator]	.
Cc1cc(C(F)F)n2nc(C(=O)Nc3ccc(F)c(Cl)c3)nc2n1
 : -4.5	-1.1	0.4	7.2	0.7%	-0.6	9.5	-7.9%	.
CC(=O)c1cccc(NC(=O)c2ccc(CN3CCc4ccccc4C3)cc2)c1
 : -3.5	9.6	0.5	-31.8	-1.4%	10.5	-0.8	-13.3%	-3.5
CC(C)[C@H](NC(=O)[C@H](CCCN=C(N)N)NC(=O)NC(Cc1ccccc1)C(=O)O)C(=O)NC(C=O)CCCN=C(N)N (stereo not given in full)
 : 0.2	2.5	0.3	2.4	1.6%	2.3	-0.7	-2.5%	.
Cc1ccc(C(=O)CCC2CCCCC2=O)cc1 (stereo not given)
 : -4.8	1.1	-0.3	-7.5	2.7%	-12.1	6.3	?	-21.4
CS(=O)(=O)N(CC(=O)Nc1cccnc1)c1ccc2c(c1)OCCO2
 : -2.0	4.8	0.6	-1.0	3.7%	-2.6	0.0	4.4%	-8.3
CN(C)CCn1c2c(c(SCC(=O)NCc3ccccc3)nc1=O)CCC2
 : 2.5	0.7	0.6	4.5	-0.9%	3.2	7.5	.	1.3

Complete entries, looked up by structure.
CN(C)c1ccc(CNC(=O)c2ccc(NC(=O)c3nsc4ccccc34)cc2)cc1 across the screens: D1 potentiator: 1.2; D1 agonist: 0.7; TRHR agonist: -0.4; D2 PAM: 1.4; RXFP1 ag: 6.8%; D1 antagonist: -0.3; TRHR PAM: 0.7; Anesthetic bind: -3.8%; RXFP1 antag: -12.9
Cc1ccc(C(=O)CCC2CCCCC2=O)cc1 (stereo not given) across the screens: D1 potentiator: -4.8; D1 agonist: 1.1; TRHR agonist: -0.3; D2 PAM: -7.5; RXFP1 ag: 2.7%; D1 antagonist: -12.1; TRHR PAM: 6.3; Anesthetic bind: ?; RXFP1 antag: -21.4

Remaining list, next part:
Results follow in this order: D1 potentiator	D1 agonist	TRHR agonist	D2 PAM	RXFP1 ag	D1 antagonist	TRHR PAM	Anesthetic bind	RXFP1 antag
COc1cc(C(=O)Nc2c(C)cc(C)cc2C)c([N+](=O)[O-])cc1OC
 : 5.8	0.4	-0.5	1.6	0.1%	-2.0	1.2	-7.3%	10.9
O=C(Nc1ccc(Cl)cc1C(F)(F)F)C(Sc1nnc(-c2cccs2)o1)c1ccccc1 (stereo not given)
 : 1.7	15.1	0.4	-11.3	-0.9%	-20.6	1.9	-14.2%	-16.6
COC(=O)Nc1ccc2c(c1)OCO2
 : -5.8	0.4	0.5	-5.0	1.1%	-2.8	2.7	1.4%	4.2
Cc1cccc(NC(=O)COC(=O)c2ccc([N+](=O)[O-])o2)c1C
 : 3.0	1.8	0.2	-0.8	2.1%	10.3	10.8	-13.7%	-21.9
COCCCN(Cc1ccco1)C(=O)Cn1ncc2c([nH]c3ccccc32)c1=O
 : -3.0	4.3	-0.1	8.5	2.0%	2.3	3.5	-0.7%	-0.3
Cc1cnc(C(=O)OCC(=O)Nc2ccc(C)c(S(=O)(=O)N3CCCCCC3)c2)cn1
 : -2.2	1.4	-0.5	13.7	-1.7%	11.8	33.0*	-11.1%	-8.1
O=C(NCCC1=CCCCC1)C1CCCN(c2nc3ccccc3o2)C1 (stereo not given)
 : -0.9	-1.2	1.9	.	0.4%	24.3	-7.2	-6.2%	1.2
Cc1ccc(-c2nnc(SCC(=O)NC3CCCC3)nc2-c2ccc(C)cc2)cc1
 : -2.5	2.2	0.4	3.1	-1.4%	8.6	-12.7	-19.4%	-37.7
O=C(Cn1[nH]c(=O)c2ccccc2c1=O)OCC(=O)c1ccc(Br)cc1
 : 5.2	9.4	-0.3	2.9	0.9%	26.6	2.2	.	-76.0*
CC(OC(=O)c1n[nH]c2ccccc12)C(=O)Nc1ccccc1[N+](=O)[O-] (stereo not given)
 : -5.0	6.4	-0.1	-0.2	-1.8%	-2.7	-0.5	.	-27.1
O=C(Cn1cnc2cc([N+](=O)[O-])ccc2c1=O)NCCc1ccc(Cl)cc1
 : 10.7	3.6	-1.0	-3.9	10.1%	0.9	-3.2	-21.1%	-33.4
O=C(COc1ccc2c(-c3ccccc3)cc(=O)oc2c1)NC1CCS(=O)(=O)C1 (stereo not given)
 : -1.6	1.0	-0.1	-2.7	0.3%	.	1.7	.	.
CCC1Nc2ncnc(N3CCN(c4ccccc4)CC3)c2N(Cc2ccc(Cl)cc2)C1=O (stereo not given)
 : 6.7	0.3	0.1	-6.3	0.4%	1.4	1.8	.	.
COc1ccc(CCNC(=O)c2ccc(Cn3c(=O)c4ccccc4n(Cc4cccc(F)c4)c3=O)cc2)cc1OC
 : -3.0	6.5	1.4	15.9	0.6%	12.5	-2.0	-1.7%	.
Fc1ccccc1C1=NC(c2ccc(C(F)(F)F)cc2)=Nc2ccccc2N1
 : 1.5	0.9	-1.2	-5.3	-1.8%	6.9	0.2	?	-14.9
CSCCC(NS(=O)(=O)c1ccc(Cl)cc1)C(=O)OCC(=O)N(C(C)C)C(C)C (stereo not given)
 : -1.4	2.4	-0.9	4.4	0.2%	-2.1	18.1	-10.4%	6.9
O=C(CCS(=O)(=O)c1ccccc1)Nc1nc(-c2cccs2)cs1
 : -6.8	6.7	0.3	-8.1	1.5%	-20.9	-9.3	-10.1%	-2.6
CCOC(=O)Cc1csc(NC(=O)Cc2cccs2)n1
 : -1.8	1.7	0.4	1.2	-0.3%	-5.4	1.4	-11.5%	-5.3
COc1cccc(/C=C2\Oc3cc(OCC(=O)N4CCCC4)ccc3C2=O)c1OC
 : -1.6	0.3	-0.6	6.5	1.0%	4.5	-5.0	-12.8%	-38.7
FC(F)(F)c1cc(-c2ccccc2)nc(N2CCOCC2)n1
 : -5.6	17.0	0.9	-5.4	2.1%	95.2	-7.0	-20.5%	-10.1
Cn1c(N)c(C#N)c2c(c1=S)CSC(C)(C)C2
 : -7.3	3.7	0.5	6.5	0.9%	-0.3	-4.4	-17.9%	-7.3
CCOc1ccc(Br)cc1C(=O)N/N=C/c1ccc([N+](=O)[O-])cc1
 : -3.9	-0.2	-0.3	-10.6	0.3%	-8.8	-6.5	-12.2%	0.5
Cn1ncc2cc(NC(=S)NC(=O)c3ccccc3)ccc21
 : 4.8	4.1	-0.5	12.2	-0.1%	-3.2	-1.1	-19.5%	1.1
Cc1cccc(/C=C/C(=O)c2cc(Br)ccc(=O)c2O)c1
 : -1.1	4.0	0.9	-3.0	-3.9%	19.5	9.0	-27.5%	-8.1
Cc1ccc(NC(=O)CSc2nnc(-c3cc(C)on3)o2)cc1
 : .	6.1	-0.5	5.7	-0.3%	2.6	5.2	-2.8%	0.3
Cc1ccc(S(=O)(=O)N/N=C2\C(=O)C3(C)CCC2C3(C)C)cc1 (stereo not given)
 : -4.0	1.8	-0.1	1.2	0.0%	11.8	-2.8	-18.1%	-4.3
CCc1ccccc1NC(=S)N(CCN1CCCCCC1)Cc1ccco1
 : -0.6	2.5	1.1	.	-0.4%	3.8	-4.3	-14.2%	-6.7
CCn1c(SCC(=O)c2ccccc2)nc2sc3c(c2c1=O)CCN(C)C3
 : 6.8	0.8	0.0	5.3	15.5%	7.5	1.3	-6.8%	-9.5
